Screens as filed in PubChem BioAssay.
SENP8 block-1 = human SENP8 protease inhibitors, primary screen, biochemical, fluorescence, Nedd8 protein substrate, uHTS. recombinant SENP8. Sentrin-specific protease 8 (Homo sapiens), Q96LD8. AID 602440, 2012. inhibition, % at 20 µM. 0.64% of 360,000 active; in the data active = inhibition mostly above about 40%, no sharp cut-off; inactive = mostly below about 27%
SENP7 block = SENP7 protease inhibitors, primary screen, biochemical, luminescence, uHTS; recombinant SENP7, Z-RLRGG-aminoluciferin luminescence, 40 min; inhibition, % at 5 µM; 1.5% of 330,000 active; AID 434973, 2010;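 active = inhibition above about 50% at the single test dose, limit read from the data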;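 note: plate controls were DMSO with enzyme for no effect and no enzyme buffer wells for full effect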
UBC13 polyUb = UBC13 polyubiquitin chain formation inhibitors, primary screen, biochemical, TR-FRET, uHTS | Ubiquitin-conjugating enzyme E2 N (Homo sapiens), P61088 | inhibition, % at 20 µM | 0.47% of 330,000 active; in the data active = inhibition above about 45%, passing the limit was not always enough; inconclusive = no clear call, values can overlap the other calls
SENP6 inh = SENP6 protease inhibitors, primary screen, biochemical, luminescence, uHTS; inhibition, % at 10 µM; 1.8% of 330,000 active; Recombinant SENP6 catalytic domain, aminoluciferin luminescence; AID 2599, 2010; Sentrin-specific protease 6 (Homo sapiens), Q9GZR1;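 active = inhibition above about 50% at the single tested dose, limit read from the data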;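 note: plate controls were DMSO wells with enzyme for no effect and DMSO wells lacking enzyme for full effect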
Target sequence (Q9GZR1 628-1112 limits assumed): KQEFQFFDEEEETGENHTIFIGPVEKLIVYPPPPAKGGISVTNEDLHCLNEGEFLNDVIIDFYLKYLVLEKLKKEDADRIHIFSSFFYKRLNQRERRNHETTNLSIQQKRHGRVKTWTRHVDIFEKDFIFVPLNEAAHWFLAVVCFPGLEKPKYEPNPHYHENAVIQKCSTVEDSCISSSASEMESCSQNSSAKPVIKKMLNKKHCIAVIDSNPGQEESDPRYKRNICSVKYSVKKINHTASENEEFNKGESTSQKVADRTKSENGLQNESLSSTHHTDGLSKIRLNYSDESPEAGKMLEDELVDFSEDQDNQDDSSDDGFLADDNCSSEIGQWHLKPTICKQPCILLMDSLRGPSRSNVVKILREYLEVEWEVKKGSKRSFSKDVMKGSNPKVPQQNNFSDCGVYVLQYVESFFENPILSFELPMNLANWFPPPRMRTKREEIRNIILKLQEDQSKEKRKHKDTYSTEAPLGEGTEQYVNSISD
Apaf-1 inh = inhibitors of human Apaf-1 apoptosome, primary screen, biochemical, DEVD-Rh110 fluorescence, uHTS. Apoptotic protease-activating factor 1 (Homo sapiens), O14727. reconstituted apoptosome caspase-3 activity. inhibition, % at 20 µM. 0.71% of 330,000 active. AID 489030, 2010; active = inhibition of at least 40% at 20 µM;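 note: plate controls were DMSO wells for no effect and DEVD-CHO caspase inhibitor wells for full effect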
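Material: biochemical Apaf-1 apoptosome reconstitution. Medium: Hepes buffer, pH 7.5. Also added: cytochrome c activation, bis-DEVD rhodamine 110 substrate. Timing: 30 min compound preincubation, 50 min activation, room temperature. Measured by: rhodamine 110 fluorescence at Ex 480/Em 540 nm.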
A3G deaminase = APOBEC3G DNA deaminase inhibitors, primary screen, biochemical, fluorescence, single-stranded DNA substrate, uHTS | recombinant A3G, ssDNA deamination FAM/TAMRA fluorescence | inhibition, % at 20 µM | 0.28% of 330,000 active;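 active = inhibition of at least 40% at 20 µM, with no more than 30% in the related APOBEC3A deaminase screen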;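 note: plate controls were DMSO wells with A3G for no effect and wells lacking A3G enzyme for full effect; some compounds called inactive have numbers as strong as hits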
Target sequence (Q9HC16 whole entry, looked up): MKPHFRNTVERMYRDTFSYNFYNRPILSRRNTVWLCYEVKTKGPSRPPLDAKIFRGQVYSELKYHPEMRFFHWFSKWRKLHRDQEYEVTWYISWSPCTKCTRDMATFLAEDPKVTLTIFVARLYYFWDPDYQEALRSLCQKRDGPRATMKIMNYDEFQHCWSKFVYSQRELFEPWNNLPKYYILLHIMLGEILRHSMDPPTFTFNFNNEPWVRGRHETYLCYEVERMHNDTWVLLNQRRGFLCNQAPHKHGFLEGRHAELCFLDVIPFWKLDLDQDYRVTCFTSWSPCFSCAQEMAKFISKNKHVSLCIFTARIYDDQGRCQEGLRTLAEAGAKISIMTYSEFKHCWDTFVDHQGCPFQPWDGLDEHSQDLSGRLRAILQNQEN
SENP1 FRET inh = human SENP1 catalytic domain inhibitors, primary screen, biochemical, FRET, uHTS. Sentrin-specific protease 1 (Homo sapiens), Q9P0U3. recombinant SENP1 catalytic domain, CyPet-SUMO1-YPet FRET cleavage. inhibition, % at 10 µM. 0.21% of 360,000 active. AID 624204, 2012;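 active = inhibition at least 30% at 10 µM, raw YFP signal under a set limit, fluorescence ratio 0.5 to 1.5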;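 note: 0% = enzyme with DMSO and 100% = no enzyme wells; some results filed as inactive read as strong as hits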
Target sequence (Q9P0U3 419-644 limits assumed): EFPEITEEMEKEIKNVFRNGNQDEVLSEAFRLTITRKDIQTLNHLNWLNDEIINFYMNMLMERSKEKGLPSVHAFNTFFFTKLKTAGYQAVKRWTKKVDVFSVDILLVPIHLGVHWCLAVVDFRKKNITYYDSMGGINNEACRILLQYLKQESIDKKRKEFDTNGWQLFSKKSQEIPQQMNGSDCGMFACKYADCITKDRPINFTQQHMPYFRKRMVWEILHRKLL
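Controls: no-enzyme wells low, DMSO-plus-enzyme wells high control. Test system: human recombinant His6-tagged SENP1 catalytic domain enzyme. Reagent: SFCypet-SUMO1-SFYpet FRET protein substrate, 25 nM final. Doses: one dose per compound, 10 µM, 0.5% DMSO. Detection: FRET, CFP and YFP emission. Timing: 50 min reaction at room temperature.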
SENP8 block-2 = SENP8 protease inhibitors, primary screen, biochemical, luminescence. 1.2% of 330,000 active. AID 2540, 2010. Sentrin-specific protease 8 (Homo sapiens), Q96LD8. inhibition, % at 10 µM. purified SENP8, Z-RLRGG-aminoluciferin cleavage; in the data active = inhibition above about 50%
* marks the source's active call; other numbers are inactive results; u = inconclusive; x = no result given. Compounds were not picked by outcome (roughly 3.6% active in at least one column).

SMILES | SENP8 block-1 | SENP7 block | UBC13 polyUb | SENP6 inh | Apaf-1 inh | A3G deaminase | SENP1 FRET inh | SENP8 block-2
Cc1ccc(S(=O)(=O)N2CCCC2)cc1C(=O)N1CCC(C)CC1 | 7.4 | 11.0 | -6.3 | -15.0 | -5.1 | -8.3 | 0.3 | -0.6
O=C(CCNC(=O)C1CCN(S(=O)(=O)c2ccccc2)CC1)NCc1cccc(C(F)(F)F)c1 | 6.5 | 6.4 | 2.9 | 0.2 | 5.6 | -5.4 | 0.3 | 0.3
COc1ccc(N2CC(C(=O)Nc3cccc(S(=O)(=O)N4CCCC4)c3)CC2=O)c(OC)c1 (stereo not drawn) | 15.2 | -4.8 | -2.3 | -9.6 | -1.6 | -6.6 | -2.2 | 2.6
O=C(c1ccc(Oc2ccc([N+](=O)[O-])cc2Cl)cc1)N1CCCC1 | 4.4 | -4.1 | -0.8 | -6.8 | -2.2 | 1.6 | 1.4 | 0.2
CCOc1ccccc1NC(=O)c1oc2ccccc2c1NC(=O)C1CCCO1 (stereo not drawn) | -69.5 | 3.3 | 6.4 | 1.8 | 31.6 | 16.3 | 0.0 | 0.7
COc1ccc(-n2c(C)ccc2C)c([N+](=O)[O-])c1 | 10.6 | -2.4 | -11.9 | 15.9 | -12.0 | -5.5 | -1.3 | -4.0
O=C(NCc1ccccn1)C(=O)NCC1OCCN1S(=O)(=O)c1ccc(F)cc1 (stereo not drawn) | -2.4 | -4.7 | 0.8 | 12.3 | 1.2 | -8.8 | -2.6 | 0.9
Cc1cc(C)c2c(c1)cc(C)c1nnc(SCC(=O)Nc3ccc(S(=O)(=O)N4CCCCC4)cc3)n12 | -67.0 | -2.4 | -3.6 | -13.5 | 26.3 | -11.7 | -0.9 | -9.1
CCn1nnnc1SCC(=O)NNC(=O)C1CCCCC1 | 11.6 | 4.5 | 6.0 | -15.9 | -2.1 | -5.8 | 1.4 | 2.7
Cc1[nH]c2ccc(C(=O)NCCCN(C)C3CCCCC3)cc2c1C | 5.8 | 6.8 | 2.5 | -2.1 | 8.3 | 5.5 | -1.4 | -2.9
Cc1ccc(S(=O)(=O)N2CCOCC2)cc1NC(=O)c1cc([N+](=O)[O-])ccc1N1CCOCC1 | 26.2 | -2.4 | -1.8 | -10.9 | 7.8 | -12.3 | 1.4 | -4.9
Cc1nc2cc(-c3cccs3)[nH]n2c(=O)c1C | -78.1 | 8.2 | -3.6 | 2.6 | 6.9 | -1.5 | -0.9 | 0.6
C=CCNC(=S)/N=c1/scc(C)n1C | 4.0 | 1.2 | 3.4 | 2.3 | -8.0 | -5.7 | -1.9 | 1.5
Cc1ccc(C(NC(=O)c2ccccc2)C(Cl)Cl)cc1 (stereo not drawn) | 0.1 | -0.6 | 2.3 | 3.8 | -1.7 | -5.8 | 0.5 | 0.7
CCOc1ccc2c(c1)C(C)=CC(C)(C)N2S(=O)(=O)c1ccc(NC(C)=O)cc1 | 2.0 | 0.8 | 0.2 | 19.7 | 5.7 | -5.4 | 0.6 | -5.4
COc1ccc2c(c1)CC/C2=N\OC(=O)c1ccccc1C | 7.3 | 79.8* | 4.3 | 78.7* | 14.8 | -5.5 | 1.2 | 72.8*
O=C(COC(=O)c1cc(Cl)ccc1Cl)NCCN1C(=O)CSC1=O | 2.0 | -1.4 | -3.0 | -17.7 | 43.2* | -6.2 | -0.4 | -3.5
COc1cc(CN2CCC(Cc3ccccc3)CC2)cc(OC)c1OC | 18.1 | 12.1 | 8.7 | -6.5 | -0.5 | -4.2 | 1.4 | -3.1
COc1cccc(/C=C2\SC(=S)N(CCC(=O)N3CCCCC3CCO)C2=O)c1 (stereo not drawn) | 11.8 | -14.2 | -8.0 | -27.7 | 13.7 | -7.8 | 2.0 | -11.1
C=CCNc1scc(-c2ccccc2)[n+]1CC=C | 6.3 | 5.9 | 14.1 | -25.6 | -3.0 | -7.3 | 0.1 | 2.0
Cc1ccc(C(=O)Nc2ccc(S(=O)(=O)N3CCN(C)CC3)cc2)o1 | 13.5 | -7.2 | 2.4 | -19.2 | -2.5 | -4.3 | 0.5 | -12.2
COc1ccc(-c2c(C)cc3oc(=O)cc(-c4ccccc4)c3c2C)cc1 | -16.4 | -6.0 | x | x | 20.7 | 4.8 | -0.3 | x
Cc1cnc(=O)[nH]c1SCc1cccc(C(F)(F)F)c1 | 11.7 | 1.0 | -1.3 | 9.4 | 6.9 | 1.9 | 3.5 | 0.0
O=C(NC1CCCc2ccccc21)C1CCN(S(=O)(=O)c2cccc(C(F)(F)F)c2)CC1 (stereo not drawn) | 12.2 | 4.1 | 7.1 | 4.8 | -4.4 | -3.4 | 0.0 | 6.0
CC1CCN(c2ccc(N3C(=O)C4CCCCC4C3=O)cc2[N+](=O)[O-])CC1 (stereo not drawn) | 28.7 | -2.2 | -10.8 | 8.1 | 2.5 | -3.6 | 2.2 | -4.3
CCN1C(=O)[C@H]2[C@@H](c3ccc(-c4cccc(Cl)c4)cc3)N3CCCC[C@@]3(C(=O)OC)[C@H]2C1=O | -3.0 | 6.1 | 9.2 | 0.1 | 23.3 | 21.4 | -9.4 | -5.8
COc1cc(OC)cc(C(=O)Nc2ccc(S(=O)(=O)Nc3cc(C)on3)cc2)c1 | 17.4 | 5.6 | 0.1 | 1.4 | 3.1 | 1.5 | -0.8 | 8.8
CC1CC(C)CN(C2CCCCC2NS(=O)(=O)c2ccc(Cl)cc2)C1 (stereo not drawn) | 27.2 | -4.8 | 3.7 | -13.3 | 2.9 | -7.8 | 2.6 | 4.8
COc1ccc(/C=C/C(=O)NC(=S)NNC(=O)c2c(-c3ccccc3)noc2C)cc1 | 3.7 | 11.0 | -26.9 | -18.0 | 9.8 | -8.5 | 0.8 | -3.7
Cc1ncccc1C(=O)N1CCCC(C(=O)c2ccc3c4c(cccc24)CC3)C1 (stereo not drawn) | -95.7 | 1.6 | 19.4 | -4.8 | 11.1 | -3.8 | 2.5 | 1.0
O=C(Nc1ncn[nH]1)c1ccc(S(=O)(=O)N2CCOCC2)cc1 | 14.3 | 3.2 | 4.3 | -6.3 | -17.9 | -5.0 | -0.3 | 0.3
COCCn1c(SCC(=O)N(C)c2ccccc2)nc2c([nH]c3ccccc32)c1=O | -12.7 | -9.8 | -5.7 | -8.3 | 20.5 | -3.0 | 0.8 | -15.3
Cc1cc(C)n2nc(C(=O)OCC(=O)NCc3ccc(F)cc3)nc2n1 | 3.3 | 11.2 | 7.5 | -4.4 | 1.4 | -1.0 | -1.4 | 5.5
O=Cc1c(NCCc2ccc(F)cc2)c2ccccc2[nH]c1=O | 6.5 | -2.7 | 2.1 | -4.8 | -2.1 | -3.1 | 0.3 | -1.6
COC(=O)c1ccc(N2CCC(c3cc(-c4ccc(OC)cc4)n[nH]3)CC2)c([N+](=O)[O-])c1 | 18.4 | -7.5 | -24.2 | 4.3 | 8.6 | -8.5 | -0.9 | -13.7
COc1ccc(C(=O)NCCS(=O)(=O)N2CCc3ccccc3C2)c(OC)c1 | -2.9 | 1.0 | -3.3 | -10.5 | 11.3 | -0.8 | 1.3 | 0.4

Gathered by group, those above with a furan ring, fused or not.
SMILES | SENP8 block-1 | SENP7 block | UBC13 polyUb | SENP6 inh | Apaf-1 inh | A3G deaminase | SENP1 FRET inh | SENP8 block-2
CCOc1ccccc1NC(=O)c1oc2ccccc2c1NC(=O)C1CCCO1 (stereo not drawn) | -69.5 | 3.3 | 6.4 | 1.8 | 31.6 | 16.3 | 0.0 | 0.7
Cc1ccc(C(=O)Nc2ccc(S(=O)(=O)N3CCN(C)CC3)cc2)o1 | 13.5 | -7.2 | 2.4 | -19.2 | -2.5 | -4.3 | 0.5 | -12.2

The results go on:
SMILES | SENP8 block-1 | SENP7 block | UBC13 polyUb | SENP6 inh | Apaf-1 inh | A3G deaminase | SENP1 FRET inh | SENP8 block-2
N/C(=N/OC(=O)c1ccccc1Cl)c1ncc([N+](=O)[O-])s1 | 15.1 | -26.1 | -9.3 | -20.6 | 17.7 | -1.2 | 1.0 | -31.7
O=C(O)c1cc2sccc2s1 | x | 7.7 | 4.9 | 2.2 | -7.7 | 1.0 | x | -2.5
Cc1c([N+](=O)[O-])cc(C(=O)Oc2cccc(C(=S)N3CCOCC3)c2)cc1[N+](=O)[O-] | 21.7 | 4.5 | 6.1 | 0.3 | -12.6 | -7.7 | 0.9 | -1.5
Cc1ccc(C(=O)C(C)OC(=O)c2ccc(Cl)nc2)cc1 (stereo not drawn) | 15.1 | 19.8 | -5.1 | -6.1 | -0.4 | -3.3 | -0.1 | -4.9
CN(C)S(=O)(=O)c1ccc(C(=O)Nc2nc(-c3ccccc3)c(C(=O)c3ccccc3)s2)cc1 | 5.7 | -3.9 | -22.9 | -7.0 | 3.5 | -13.6 | -35.4 | -9.5
CCOc1ccc(OCC(=O)NCCc2nc3ccccc3[nH]2)cc1 | 2.6 | 4.1 | 2.2 | -3.7 | 22.8 | -1.1 | 1.2 | 1.2
O=C(N1CCCC1)C12CC3CC(C1)CC(C(=O)N1CCCC1)(C3)C2 | 21.9 | 10.6 | -0.5 | -1.3 | 4.8 | 4.3 | 0.9 | -3.0
CC(C)CNC(=O)COc1ncnc2ccccc12 | -10.5 | 5.7 | 4.0 | -4.6 | 1.1 | -0.3 | -1.0 | 4.0
Cn1c(=O)c(C(=O)COC(=O)c2cc(-c3ccco3)nc3ccccc23)c(N)n(Cc2ccccc2)c1=O | x | -4.2 | -31.2 | -8.5 | -0.6 | 15.6 | x | 8.8
CCOC(=O)CN1C(=O)c2ccccc2Sc2ncccc21 | 13.8 | -0.9 | 3.8 | -4.7 | 1.5 | -4.5 | 0.5 | -1.6
O=C(c1cc(-c2ccncc2)nc2ccccc12)N1CCN(c2ccccn2)CC1 | 12.4 | 2.4 | u | -10.6 | -14.9 | -4.4 | -0.6 | -1.6
O=C(NCCN1CCN(C(=O)c2cccs2)CC1)C(=O)Nc1ccc(Br)cc1 | 10.1 | 0.8 | -9.2 | 6.1 | 3.1 | -6.3 | 2.1 | 4.4
O=C1CC(c2ccco2)Cc2nc(N3CCN(Cc4ccc5c(c4)OCO5)CC3)ncc21 (stereo not drawn) | 1.6 | 2.9 | -9.5 | -4.4 | 16.5 | -0.1 | 3.0 | 1.6
COC(=O)c1ccccc1NC(=O)Cn1cc2c(n1)CCC(C)C2 (stereo not drawn) | -2.3 | 4.6 | 24.7 | -5.0 | 3.3 | -3.2 | -3.6 | 8.5
O=C(Cn1cc(C(F)(F)F)ccc1=O)NCC1CCCO1 (stereo not drawn) | -0.7 | -5.5 | -0.3 | -8.3 | -8.8 | -7.7 | 1.1 | 7.9

A second format for three compounds above:
smiles	SENP8 block-1	SENP7 block	UBC13 polyUb	SENP6 inh	Apaf-1 inh	A3G deaminase	SENP1 FRET inh	SENP8 block-2
CCOc1ccc(OCC(=O)NCCc2nc3ccccc3[nH]2)cc1	2.6	4.1	2.2	-3.7	22.8	-1.1	1.2	1.2
O=C(O)c1cc2sccc2s1	x	7.7	4.9	2.2	-7.7	1.0	x	-2.5
CN(C)S(=O)(=O)c1ccc(C(=O)Nc2nc(-c3ccccc3)c(C(=O)c3ccccc3)s2)cc1	5.7	-3.9	-22.9	-7.0	3.5	-13.6	-35.4	-9.5
